BoNT-F LC inh = blocks Botulinum neurotoxin F light chain protease; Multiplex microsphere protease cleavage assay, flow cytometry; inhibition, % at 10 µM; 0.22% of 360,000 active; in the data active means inhibition above about 35%, passing the limit was not always enough; inconclusive means no clear call, values can overlap the other calls; further: plate controls were buffer without enzyme for full effect and enzyme alone for no effect
Anthrax LF prot = anthrax lethal factor protease inhibition; inhibition, % at 10 µM; 0.12% of 360,000 active; multiplex microsphere protease cleavage assay, LF; further: plate controls were buffer without enzyme for full effect and enzyme alone for no effect
GDH-TPI counter = inhibits GDH-TPI coupling enzymes, artifact for Mtb FBA screen; GDH-TPI coupled enzyme counterscreen, NADH absorbance; inhibition, % at 4.8 µM; 1.2% of 360,000 active; in the data active means inhibition above about 30%;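 further: 0% = DMSO wells and 100% = wells lacking the enzyme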
Mtb BioA inh = BioA (M. tuberculosis) enzyme inhibition. purified M. tuberculosis BioA enzyme, plate reader. inhibition, % at 9.99 µM. 0.096% of 360,000 active; in the data active means inhibition above about 40%; inconclusive means no clear call, values can overlap the other calls
Mtb FBA inh = inhibits M. tuberculosis FBA enzyme; 2.3% of 360,000 active; inhibition, % at 1 µM; purified M. tuberculosis FBA, fluorescence read-out; P9WQA3; in the data active means inhibition above about 27%;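 further: 0% = vehicle and 100% = reference inhibitor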
Target sequence (P9WQA3 whole entry, looked up): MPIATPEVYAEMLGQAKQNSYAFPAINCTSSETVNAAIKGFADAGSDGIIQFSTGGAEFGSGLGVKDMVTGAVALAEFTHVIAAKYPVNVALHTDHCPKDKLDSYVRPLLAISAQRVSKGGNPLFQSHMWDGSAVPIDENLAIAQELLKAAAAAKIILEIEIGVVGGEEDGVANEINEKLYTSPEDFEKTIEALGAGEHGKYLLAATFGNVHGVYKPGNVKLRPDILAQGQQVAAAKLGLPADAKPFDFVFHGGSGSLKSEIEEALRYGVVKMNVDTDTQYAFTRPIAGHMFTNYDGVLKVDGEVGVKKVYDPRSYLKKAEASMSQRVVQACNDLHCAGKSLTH
BoNT A protease = BoNT A light chain protease inhibition; AID 588499; inhibition, % at 10 µM; 0.17% of 360,000 active; multiplex microsphere protease substrate cleavage, flow cytometry; further: plate controls were buffer without enzyme for full effect and enzyme alone for no effect
UGM FP inh = blocks M. tuberculosis UGM enzyme; P9WIQ1; purified UGM, fluorescence polarization probe displacement; AID 504406; 0.06% of 320,000 active; inhibition, % at 10 µM; in the data active means inhibition above about 10%, passing the limit was not always enough; inconclusive means no clear call, values can overlap the other calls
Target sequence (P9WIQ1 whole entry, looked up): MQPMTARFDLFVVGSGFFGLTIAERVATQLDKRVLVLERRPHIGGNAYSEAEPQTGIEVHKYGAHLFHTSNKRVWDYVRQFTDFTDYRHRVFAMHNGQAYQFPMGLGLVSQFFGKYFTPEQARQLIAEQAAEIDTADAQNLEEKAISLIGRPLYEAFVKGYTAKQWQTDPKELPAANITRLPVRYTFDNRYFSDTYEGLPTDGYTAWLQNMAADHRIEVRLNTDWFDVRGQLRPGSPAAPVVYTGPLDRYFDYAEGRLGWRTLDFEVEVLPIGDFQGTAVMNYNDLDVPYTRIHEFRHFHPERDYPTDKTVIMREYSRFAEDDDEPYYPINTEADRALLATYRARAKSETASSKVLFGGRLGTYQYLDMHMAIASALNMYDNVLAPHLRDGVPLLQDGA
FadD28 binding = M. tuberculosis FadD28 bisubstrate binding inhibition. inhibition, % at 12.5 µM. 0.22% of 360,000 active. AID 588549. FadD28 bisubstrate probe binding, fluorescence polarization; in the data active means inhibition above about 8.5%, passing the limit was not always enough; inconclusive means no clear call, values can overlap the other calls
PfHsp40 rescue = restores yeast growth despite PfHsp40 toxicity; 0.68% of 340,000 active; growth rescue, % at 12.5 µM; S. cerevisiae expressing PfHsp40, growth rescue, ATP luminescence; AID 504582; in the data active means growth rescue above about 28%, passing the limit was not always enough; inconclusive means no clear call, values can overlap the other calls;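 further: yeast W303a lacking pdr1 and pdr3 grown in galactose medium; growth measured after three days at 30 °C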
* = called active by the depositor. Unless noted, no stated cut-off is given here; in the data, active means inhibition above about 30%; inconclusive means no clear call, values can overlap the other calls; inactive means below that.

Results for CCOC(=O)C1CCCN(C(=O)c2cc(C)oc2C)CC1 (stereo unspecified) ?
BoNT-F LC inh: -5; Anthrax LF prot: -4; GDH-TPI counter: 4; Mtb BioA inh: 0.4; Mtb FBA inh: 0; BoNT A protease: -0.4; FadD28 binding: -1.6

What do the screens show for `CC(=O)N1c2ccc(S(=O)(=O)N(C)CC(=O)Nc3ccccc3C)cc2CC1C` (stereo unspecified)?
BoNT-F LC inh: -6; Anthrax LF prot: -1; GDH-TPI counter: 0; Mtb BioA inh: -0.1; Mtb FBA inh: 0; BoNT A protease: 1.0; UGM FP inh: 1.8; FadD28 binding: -0.9; PfHsp40 rescue: -0.4

What do the screens show for `COc1ccc(OC(C)C(=O)NC(C)c2ccccc2)cc1` (stereo unspecified)?
BoNT-F LC inh: 18; Anthrax LF prot: 8; GDH-TPI counter: 10; Mtb BioA inh: -3.5; Mtb FBA inh: 2; BoNT A protease: 2.0; UGM FP inh: 2.0; FadD28 binding: 0.1; PfHsp40 rescue: -0.1

What do the screens show for `CCOc1ccc(N(CC(=O)NC(C)C)C(=O)CCC(=O)Nc2ccccn2)cc1`?
BoNT-F LC inh: -1; Anthrax LF prot: -10; GDH-TPI counter: 7; Mtb BioA inh: -2.5; Mtb FBA inh: 3; BoNT A protease: -2.6; UGM FP inh: -0.3; FadD28 binding: -1.6; PfHsp40 rescue: 0.4

How did CC(=O)NN1C(=O)c2ccccc2NC1c1ccc([N+](=O)[O-])o1 (stereo unspecified) do in these assays?
BoNT-F LC inh: 3; Anthrax LF prot: -3; GDH-TPI counter: 6; Mtb BioA inh: -0.9; Mtb FBA inh: 5; BoNT A protease: -0.1; UGM FP inh: -0.4; FadD28 binding: -0.7; PfHsp40 rescue: 0.2

Results for CCOC(=O)C1C(=O)CC(C)(O)C(C(=O)OCC)C1c1ccc(OC)cc1 (stereo unspecified) ?
BoNT-F LC inh: -16; Anthrax LF prot: 0; GDH-TPI counter: -1; Mtb BioA inh: 1.7; Mtb FBA inh: -2; BoNT A protease: 0.3; UGM FP inh: -1.0; FadD28 binding: 0.6; PfHsp40 rescue: -0.6

Results for CCn1c(SCC(=O)NCCc2ccc(OC)c(OC)c2)nc2c1c(=O)n(C)c(=O)n2C ?
BoNT-F LC inh: -5; Anthrax LF prot: -1; GDH-TPI counter: -1; Mtb FBA inh: -2; BoNT A protease: -0.5; UGM FP inh: 3.1; FadD28 binding: -2.5; PfHsp40 rescue: 0.5

How did CCOC(=O)N1CCN(Cc2nc3c(c(=O)n(C)c(=O)n3C)n2Cc2cccc3ccccc23)CC1 do in these assays?
BoNT-F LC inh: -2; Anthrax LF prot: -4; GDH-TPI counter: 4; Mtb BioA inh: 0.7; Mtb FBA inh: 0; BoNT A protease: 1.1; UGM FP inh: 2.5; FadD28 binding: 0.2; PfHsp40 rescue: -0.7

How did COc1cc(C)c(S(=O)(=O)N2CCCC2)cc1C do in these assays?
BoNT-F LC inh: -1; Anthrax LF prot: 1; GDH-TPI counter: -2; Mtb BioA inh: -1.9; Mtb FBA inh: 1; BoNT A protease: -0.3; UGM FP inh: 0.1; FadD28 binding: -0.5; PfHsp40 rescue: 1.2

How did CCC(=O)Nc1cccc(NC(=O)CSc2nnnn2C)c1 do in these assays?
BoNT-F LC inh: -3; Anthrax LF prot: -5; GDH-TPI counter: 12; Mtb BioA inh: -2.7; Mtb FBA inh: -1; BoNT A protease: -1.2; UGM FP inh: -0.5; FadD28 binding: 0.9; PfHsp40 rescue: -1.2

What do the screens show for `Cc1cccn2c(CN[C@H]3CCCCNC3=O)c(C(=O)N3CCOCC3)nc12`?
BoNT-F LC inh: 0; Anthrax LF prot: 0; GDH-TPI counter: 4; Mtb BioA inh: -0.7; Mtb FBA inh: 0; BoNT A protease: -0.3; UGM FP inh: 1.5; FadD28 binding: -1.7; PfHsp40 rescue: -0.6

How did O=C(CCN1C(=O)/C(=C/c2ccccc2F)SC1=S)NC1C=CS(=O)(=O)C1 (stereo unspecified) do in these assays?
BoNT-F LC inh: 4; Anthrax LF prot: 1; GDH-TPI counter: 12; Mtb BioA inh: 2.5; Mtb FBA inh: -1; BoNT A protease: 2.5; UGM FP inh: -0.3; FadD28 binding: -2.8; PfHsp40 rescue: 1.7

Results for CC1CC(C)C(=O)C(C(CC2CC(=O)NC(=O)C2)OC(=O)CC(=O)c2ccccc2)C1 (stereo unspecified) ?
BoNT-F LC inh: -3; Anthrax LF prot: -2; GDH-TPI counter: 4; Mtb BioA inh: -2.0; Mtb FBA inh: -1; BoNT A protease: -0.9; FadD28 binding: -0.9; PfHsp40 rescue: 0.0

Results for CC(=O)Nc1ccc(S(=O)(=O)N2CCN(S(=O)(=O)N3CCCCCC3)CC2)cc1 ?
BoNT-F LC inh: -6; Anthrax LF prot: -8; GDH-TPI counter: 5; Mtb BioA inh: -1.4; Mtb FBA inh: -1; BoNT A protease: -0.3; UGM FP inh: -3.1; FadD28 binding: -4.7; PfHsp40 rescue: -1.3

How did Cc1cccc(C(C)C)c1NC(=O)Cc1ccc(S(=O)(=O)N2CCOCC2)s1 do in these assays?
BoNT-F LC inh: inconclusive; Anthrax LF prot: -26; GDH-TPI counter: -7; Mtb FBA inh: 0; BoNT A protease: -111; UGM FP inh: 0.9; FadD28 binding: -0.4; PfHsp40 rescue: -1.6

Overlap with the part before: 2 entries, followed by the next part.
Results for CC(=O)Nc1ccc(S(=O)(=O)N2CCN(S(=O)(=O)N3CCCCCC3)CC2)cc1 ?
BoNT-F LC inh: -6; Anthrax LF prot: -8; GDH-TPI counter: 5; Mtb BioA inh: -1.4; Mtb FBA inh: -1; BoNT A protease: -0.3; UGM FP inh: -3.1; FadD28 binding: -4.7; PfHsp40 rescue: -1.3

How did Cc1cccc(C(C)C)c1NC(=O)Cc1ccc(S(=O)(=O)N2CCOCC2)s1 do in these assays?
BoNT-F LC inh: inconclusive; Anthrax LF prot: -26; GDH-TPI counter: -7; Mtb FBA inh: 0; BoNT A protease: -111; UGM FP inh: 0.9; FadD28 binding: -0.4; PfHsp40 rescue: -1.6

How did COc1cc(CO)ccc1OCc1nnnn1-c1ccc(C)cc1 do in these assays?
BoNT-F LC inh: -1; Anthrax LF prot: 2; GDH-TPI counter: 6; Mtb BioA inh: -0.3; Mtb FBA inh: -2; BoNT A protease: -0.1; UGM FP inh: -1.3; FadD28 binding: -0.2; PfHsp40 rescue: 0.5

How did CCN(CC)c1ncnc2c1ncn2[C@H]1CN(Cc2cccs2)C[C@@H](CO)O1 do in these assays?
BoNT-F LC inh: 4; Anthrax LF prot: 3; GDH-TPI counter: 6; Mtb BioA inh: -5.7; Mtb FBA inh: 1; BoNT A protease: 1.2; FadD28 binding: -1.0

How did COc1ccc(C(=O)NCc2cc(C(C)C)no2)cc1OC1CCN(C(C)C)CC1 do in these assays?
BoNT-F LC inh: -1; Anthrax LF prot: 1; GDH-TPI counter: 3; Mtb BioA inh: 1.2; Mtb FBA inh: -2; BoNT A protease: -1.3; UGM FP inh: 3.0; FadD28 binding: -0.5; PfHsp40 rescue: 1.0

What do the screens show for `COc1ccc(-c2nnc3n2N=C(C)CS3)cc1`?
BoNT-F LC inh: -1; Anthrax LF prot: -1; GDH-TPI counter: 7; Mtb BioA inh: -1.5; Mtb FBA inh: -3; BoNT A protease: inconclusive; UGM FP inh: -3.5; FadD28 binding: -2.2; PfHsp40 rescue: -0.4

Results for COc1ccccc1C(O)(C(=O)N(NC(C)=O)c1ccccc1)c1ccccc1OC ?
BoNT-F LC inh: -11; Anthrax LF prot: -2; GDH-TPI counter: 7; Mtb BioA inh: -0.4; Mtb FBA inh: 2; BoNT A protease: 0.4; FadD28 binding: -0.5; PfHsp40 rescue: 0.6

How did O=C(O)c1cccc(NC(=O)c2cn(-c3ccccc3)nc2-c2ccncc2)c1 do in these assays?
BoNT-F LC inh: -8; Anthrax LF prot: 0; GDH-TPI counter: 3; Mtb FBA inh: 8; BoNT A protease: 0.5; UGM FP inh: -2.1; FadD28 binding: -8.0; PfHsp40 rescue: 0.7

How did COc1cccc(N=Nc2ccc3ccccc3c2O)c1 do in these assays?
BoNT-F LC inh: 15; Anthrax LF prot: 17; GDH-TPI counter: 2; Mtb BioA inh: 0.2; Mtb FBA inh: -2; BoNT A protease: -1.6; UGM FP inh: 2.3; FadD28 binding: 6.5; PfHsp40 rescue: 0.3

What do the screens show for `O=C(CNC(=O)c1cccs1)NCCc1ccco1`?
BoNT-F LC inh: -7; Anthrax LF prot: -8; GDH-TPI counter: 8; Mtb BioA inh: -1.1; Mtb FBA inh: 1; BoNT A protease: -0.7; UGM FP inh: -0.3; FadD28 binding: -0.1; PfHsp40 rescue: -1.1

What do the screens show for `COc1ccc([N+](=O)[O-])cc1NC(=O)Cc1ccc(Cl)cc1`?
BoNT-F LC inh: -9; Anthrax LF prot: -2; GDH-TPI counter: 7; Mtb FBA inh: -3; BoNT A protease: -0.8; UGM FP inh: -0.6; FadD28 binding: 0.4; PfHsp40 rescue: 11

How did O=C(NCCCNC(=O)c1cccs1)c1cccs1 do in these assays?
BoNT-F LC inh: 4; Anthrax LF prot: 0; GDH-TPI counter: 4; Mtb BioA inh: 2.7; Mtb FBA inh: 1; BoNT A protease: 0.5; UGM FP inh: 2.8; FadD28 binding: -1.1; PfHsp40 rescue: -1.7

What do the screens show for `O=C(NCCc1c[nH]c2ccccc12)c1[nH]c(C(F)(F)F)nc1-c1ccccc1`?
BoNT-F LC inh: -8; Anthrax LF prot: 0; Mtb BioA inh: 2.8; Mtb FBA inh: 0; BoNT A protease: -0.7; FadD28 binding: -1.6

Results for COC(=O)CCC(=O)OC1(C)C(=O)C2=CN(c3ccc(OC)cc3)C(c3ccc(OC)cc3)=CC2=C(Br)C1=O (stereo unspecified) ?
BoNT-F LC inh: -63; Anthrax LF prot: -21; GDH-TPI counter: 12; Mtb BioA inh: -0.8; Mtb FBA inh: 2; BoNT A protease: 10; UGM FP inh: 0.2; FadD28 binding: -0.5; PfHsp40 rescue: 2.2

Results for O=C(CSc1nc2c(c(=O)[nH]1)CCCC2)Nc1ccc(Cl)cc1F ?
BoNT-F LC inh: 0; Anthrax LF prot: -3; GDH-TPI counter: -6; Mtb BioA inh: -3.2; Mtb FBA inh: 0; BoNT A protease: 0.5; UGM FP inh: 6.2; FadD28 binding: -3.3; PfHsp40 rescue: 1.9

Results for OC(Cc1ccccc1)c1ncc(-c2ccc(Cl)cc2)[nH]1 (stereo unspecified) ?
BoNT-F LC inh: 1; Anthrax LF prot: -3; GDH-TPI counter: 0; Mtb BioA inh: -1.5; Mtb FBA inh: 3; BoNT A protease: 0.0; FadD28 binding: 0.7

Results for CCN(CC)c1ccc(/C=C2/C(=O)ON=C2C)cc1 ?
BoNT-F LC inh: -1; Anthrax LF prot: -1; GDH-TPI counter: 7; Mtb FBA inh: -24; BoNT A protease: 0.9; UGM FP inh: -0.7; FadD28 binding: -2.3; PfHsp40 rescue: -0.6

How did CC(C(=O)NC1CCCC1)N1CCN(S(=O)(=O)c2ccccc2Cl)CC1 (stereo unspecified) do in these assays?
BoNT-F LC inh: 14; Anthrax LF prot: -1; GDH-TPI counter: 6; Mtb BioA inh: -0.3; Mtb FBA inh: -1; BoNT A protease: 6.9; FadD28 binding: -0.4; PfHsp40 rescue: 2.6

Results for CCOC(=O)c1c(C)n(CCN2CCN(C)CC2)c2ccc(OC)cc12 ?
BoNT-F LC inh: -5; Anthrax LF prot: -2; GDH-TPI counter: -2; Mtb BioA inh: 3.3; Mtb FBA inh: 1; BoNT A protease: -0.8; UGM FP inh: -0.9; FadD28 binding: -4.8; PfHsp40 rescue: -1.0

How did O=c1[nH]c(-c2ccccc2)cs1 do in these assays?
BoNT-F LC inh: 8; Anthrax LF prot: 0; GDH-TPI counter: 7; Mtb BioA inh: 0.6; Mtb FBA inh: -4; BoNT A protease: 2.1; UGM FP inh: 1.2; FadD28 binding: -1.3; PfHsp40 rescue: -0.1

What do the screens show for `COc1ccc(NC(=O)C2(C)Cc3c(-c4ccccc4)ccnc3O2)cn1` (stereo unspecified)?
BoNT-F LC inh: -3; Anthrax LF prot: -1; GDH-TPI counter: 4; Mtb BioA inh: 15; Mtb FBA inh: -2; BoNT A protease: 0.2; FadD28 binding: -3.1

Screening data: PubChem, several laboratories
